Screening results: PubChem BioAssay, National Center for Advancing Translational Sciences (NCATS)
N370S GC mod – inhibitors or activators of N370S glucocerebrosidase for Gaucher disease; AID 2101; 330,000 compounds, 0.092% hits; Potency, µM (titrated, usually from 59.4 µM), for inactives: at the top dose activity change, negative = inhibition, actives largely listed as inhibitors; N370S GC spleen homogenate, 4MU-glucoside fluorescence;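 also: 0% = full enzyme activity and -100% = no enzyme basal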
GCN5L2 inh – inhibitors of human GCN5L2 histone acetyltransferase; 390,000 compounds, 0.21% hits; Potency, µM (top dose mostly 58.9 µM), without a hit: at the highest dose activity change, negative = inhibition, most hits filed as inhibitors; AID 504327; GCN5L2 HAT assay, ThioGlo1 CoA-SH fluorescence
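Fluorescence readout, Ex340nm/Em540nm: ThioGlo1 (50uM final) reacts with free CoA thiol released as 20nM GCN5L2 acetylates H3(1-25) peptide (75uM) using acetyl-CoA (70uM). Compound and enzyme sat 15 min beforehand; 20 min room-temperature reaction.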
FEN1 inh – blocks human flap endonuclease 1; P39748; Recombinant FEN1 flap cleavage, fluorescence, 15 min; Potency, µM (highest dose often 114 µM), without a hit: at the top dose activity change, negative = inhibition, usual class: inhibitors; 390,000 compounds, 0.35% hits; AID 588795; also: nearly all actives have a fitted effect of over 65% in size
Target sequence (P39748 whole entry, looked up): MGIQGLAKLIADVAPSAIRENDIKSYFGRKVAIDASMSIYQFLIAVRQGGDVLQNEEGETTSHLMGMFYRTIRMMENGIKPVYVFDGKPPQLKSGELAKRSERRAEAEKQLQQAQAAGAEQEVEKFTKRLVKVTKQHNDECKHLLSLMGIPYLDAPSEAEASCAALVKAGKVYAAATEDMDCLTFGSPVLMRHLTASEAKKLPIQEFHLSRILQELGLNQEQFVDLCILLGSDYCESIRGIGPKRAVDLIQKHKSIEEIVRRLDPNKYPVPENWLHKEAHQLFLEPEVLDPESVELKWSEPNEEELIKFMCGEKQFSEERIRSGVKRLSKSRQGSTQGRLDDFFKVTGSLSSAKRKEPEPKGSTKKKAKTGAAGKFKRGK
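Steps: FEN1 (10 nM) dispensed; compound added by pin tool; 15 min at room temperature; substrate added to 50 nM final; reads at 0 min and 15 min; data normalized and fitted (four-parameter Hill).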
Numbers without * were called inactive; ? = inconclusive; / = not tested or not shown; & = joins results of further samples; [ ] = dose if it differs, or a comment. Calls follow the shape of the dose curve; as a rule, active = well fitted curve in the direction sought with a large enough effect; inconclusive = small, poorly fitted or top-dose-only effect, or another doubt; inactive = no such curve, though single readings can be large; an effect the other way counts as inactive or inconclusive. Unless noted, % is scaled to controls: 0 for no effect and ±100 for the full control effect; potency is read from the fitted curve at half-maximal effect.

The opening 5 entries (preview)
Compound	N370S GC mod	GCN5L2 inh	FEN1 inh
Cc1cc(C)c(Nc2nc3ccccc3n3c(C)nnc23)c(C)c1	/	-1%	0%
COc1ccc(OC)c(C2=NOC(C(=O)NCCN3CCOCC3)C2)c1 (stereo not drawn)	5%	4%	-11%
CCC(C)(C)C1CCC2(CC1)NC(=S)N(c1ccccc1)N2 (stereo not drawn)	7%	-9%	-5%
O=C(COC(=O)CC1CC2CCC1C2)Nc1ccc(F)cc1Cl (stereo not drawn)	/	-5%	-8%
CCOC(=O)c1cc2n(n1)C(C(F)(F)C(F)(F)F)CC(C)N2 (stereo not drawn)	12%	3%	-1%

Results, repeating the preview:
Compound	N370S GC mod	GCN5L2 inh	FEN1 inh
Cc1cc(C)c(Nc2nc3ccccc3n3c(C)nnc23)c(C)c1	/	-1%	0%
COc1ccc(OC)c(C2=NOC(C(=O)NCCN3CCOCC3)C2)c1 (stereo not drawn)	5%	4%	-11%
CCC(C)(C)C1CCC2(CC1)NC(=S)N(c1ccccc1)N2 (stereo not drawn)	7%	-9%	-5%
O=C(COC(=O)CC1CC2CCC1C2)Nc1ccc(F)cc1Cl (stereo not drawn)	/	-5%	-8%
CCOC(=O)c1cc2n(n1)C(C(F)(F)C(F)(F)F)CC(C)N2 (stereo not drawn)	12%	3%	-1%
COc1ccc(CNC(=O)CN2CCN(c3ccccc3)CC2)cc1	-11%	19%	-12%
COc1cccc(C(=O)Nc2ccc3[nH]c(=O)[nH]c3c2)c1OC	0%	-2%	0%
CN(C(=O)CSc1nnnn1-c1ccc(O)cc1)C1CCS(=O)(=O)C1 (stereo not drawn)	-1%	-7%	0%
COc1ccc(-c2ccc(S(=O)(=O)N3CCOCC3)cc2)cc1	-14%	1%	1%
COc1ccc(-c2[nH]ncc2CN(C)Cc2nonc2C)c(OC)c1	1%	-1%	16%
c1ccc(CNc2ncnc3c2cnn3-c2ccccc2)cc1	2%	-13%	-1%
COc1ccc(OC)c(C2C(C#N)=C(N)Oc3c2c(C)nn3-c2ccc(C)cc2)c1 (stereo not drawn)	13%	-3%	-2%
O=C(Nc1ccccc1)N1CCCc2ccccc21	5%	-4%	7%
O=c1c2c(-c3ccc([N+](=O)[O-])cc3)ccnc2[nH]n1-c1ccccc1	6%	29%	-2%
COc1ccc([C@@H]2[C@@H]3C(=O)N(C(C)(C)C)C(=O)[C@@H]3[C@]3(Cc4ccc(Cl)cc4)C(=O)N(c4cccc(F)c4)C(=O)N23)cc1	-5%	-8%	12%
COc1ccc(NC(=O)COc2ccc3c(c2)CCC3)cc1	19%	-14%	12%
O=c1[nH]c(C2CCN(S(=O)(=O)c3cccc([N+](=O)[O-])c3)CC2)nc2c1nnn2Cc1ccccc1	-6%	-1%	-5%
CC1=C(c2ccc(F)cc2)S(=O)(=O)N=C1N1CCC(C(=O)NCCc2ccco2)CC1	/	-2%	2%
S=c1nc(C2CCCCC2)n(-c2ccccc2)[nH]1	29%	3%	1%
O=C(Nc1ccc(Cc2ccncc2)cc1)c1ccc(Br)o1	1%	-2%	2%

Retrieved by structure from the entries so far:
Compound	N370S GC mod	GCN5L2 inh	FEN1 inh
COc1ccc(OC)c(C2=NOC(C(=O)NCCN3CCOCC3)C2)c1 (stereo not drawn)	5%	4%	-11%
CC1=C(c2ccc(F)cc2)S(=O)(=O)N=C1N1CCC(C(=O)NCCc2ccco2)CC1	/	-2%	2%
COc1ccc([C@@H]2[C@@H]3C(=O)N(C(C)(C)C)C(=O)[C@@H]3[C@]3(Cc4ccc(Cl)cc4)C(=O)N(c4cccc(F)c4)C(=O)N23)cc1	-5%	-8%	12%

New compounds follow.
Compound	N370S GC mod	GCN5L2 inh	FEN1 inh
CCOc1ccc(CC(=NCCc2ccccc2)C2=C(O)CC(C)(C)CC2=O)cc1OCC	10%	-1%	-3%
Nc1ccc([N+](=O)[O-])cc1C(=O)NNC(=O)c1ccco1	-5%	-1%	10%
Cc1cccc(NC(=O)[C@H](C)NC(=O)[C@@H]2Cc3ccccc3CN2C(=O)OC(C)(C)C)c1	-2%	-7%	13%
CCCCn1c(N)c(N(CC)C(=O)c2cccs2)c(=O)[nH]c1=O	/	-3%	-1%
CCOC(=O)C1=C(C)N(CCCCCC(=O)O)C(=O)NC1c1ccc([N+](=O)[O-])cc1 (stereo not drawn)	0%	8%	14%
CCN(CC(=O)Nc1ccc(NC(C)=O)cc1)C(=O)CCCOc1cccc(C)c1	-7%	-15%	13%
COc1cccc(Nc2ncc3ncc(=O)n(Cc4cccs4)c3n2)c1	11%	-18%	/
Cc1nc2cc(-c3ccccc3)nn2c(C)c1CCC(=O)N1CCN(c2ccccn2)CC1	13%	-4%	/
COCCCNC(=O)C1CCN(c2ccc(N3CCOCC3)nn2)CC1	6%	-11%	-9%
CCOC(=O)CC(NS(=O)(=O)c1ccc(NC(C)=O)cc1)c1ccc(OCC)cc1 (stereo not drawn)	-4%	-2%	-1%
CCOc1ccc(C2C(=O)N(C3CCCCCC3)CC(=O)N2Cc2ccc(F)cc2)cc1OC (stereo not drawn)	/	-2%	3%
COC(=O)c1sccc1S(=O)(=O)N(CC(=O)Nc1ccccc1C)c1ccc(Cl)cc1	/	-15%	-5%
CCC1CCCCN1C(=O)c1cc(-c2ccc(Cl)c(Cl)c2)on1 (stereo not drawn)	4%	-6%	?
O=C(C1CCN(S(=O)(=O)c2ccc(Cl)cc2)CC1)N1CCN(c2ccccn2)CC1	/	0%	15%
CCC(C(=O)N1CCN(c2ccccn2)CC1)n1nc(C)n2c(cc3occc32)c1=O (stereo not drawn)	0%	-1%	9%
Nc1ccc2cn[nH]c2c1	14%	-2%	4%
Cc1cc(=O)n2[nH]c(C)cc2n1	-6%	1%	-2%
CC(C)OCCCNc1ncnc2c1[nH]c1ccccc12	-18%	-5%	-21%
CCOc1ccccc1CN1CCNC(=O)C1CC(=O)NCCN1CCOC1=O (stereo not drawn)	-1%	-1%	-21%
O=C(CN(c1ccc(F)cc1)S(=O)(=O)c1ccc2c(c1)OCCO2)NCc1cccnc1	2%	-1%	0%
Cc1ccc(N2C(=O)C3CCC(c4ccccc4)CC3C2=O)cc1 (stereo not drawn)	-4%	-2%	7%
O=C(C1=C[C@H](c2ccc3c(c2)OCO3)C[C@H](OCCCCO)O1)N1CCN(Cc2ccc3c(c2)OCO3)CC1	-15%	-7%	1%
CCN(CC)c1ccc(/C=N/NS(=O)(=O)c2ccc(C)c([N+](=O)[O-])c2)cc1	5%	2%	14%
COC(=O)c1[nH]c2cc(OC)ccc2c1NC(=O)CCN1CCCCC1	3%	-2%	4%
O=C(NCc1cccc(C(F)(F)F)c1)C1CC(c2ccccc2[N+](=O)[O-])=NO1 (stereo not drawn)	-5%	-3%	-12%
COc1ccc(CCN2CC(O)=C(c3nc(C)cs3)C2=N)cc1OC	13%	-30%	12%
COc1cc(-c2cc(-c3ccccc3)nc(SCC(=O)Nc3nccs3)c2C#N)cc(OC)c1OC	1%	?	-3%
O=C(CCCCCn1c(=O)[nH]c2ccsc2c1=O)N1CCCCC1	-21%	2%	-2%
COc1cc2ncnc(NCc3ccccc3Cl)c2cc1OC	?	-2%	-17%
O=c1nccc(N/N=C/c2ccccc2)[nH]1	-12%	-4%	14%
COc1cccc(CNC(=O)CCC2CCCN(C(=O)Cc3ccccc3F)C2)c1 (stereo not drawn)	5%	-2%	1%
Cc1ccc(Oc2ccc(-c3nc(N)nc(N)n3)cc2)cc1C	-12%	-19%	13%
O=P(O)(Cc1ccccc1)Cc1ccccc1	-6%	-6%	-7%
CC1Nc2ccccc2C(=O)N1NS(C)(=O)=O (stereo not drawn)	4%	-5%	-5%
O=C1c2cccnc2C(=O)N1c1ccccc1-c1ccccc1	6%	-7%	1%
Cc1ccc(S(=O)(=O)Oc2ccc(/C=C3\C(=N)N4N=C(S(C)(=O)=O)SC4=NC3=O)cc2)cc1	3%	?	?
Cn1c2ccccc2c2c(C(=O)N3CCN(C(=O)c4ccco4)CC3)cn(C3CCCCC3)c(=O)c21	-3%	-12%	6%
CCCc1nn2c(=O)cc(CSCC(=O)Nc3ccc(OC)cc3)nc2s1	1%	1%	20%
CC(NC(=O)c1cccc(S(=O)(=O)N2CCN(C)CC2)c1)C1CC2CCC1C2 (stereo not drawn)	1%	-3%	-2%
COc1ccc(-c2noc(N3CCC(C(=O)NC(C)c4ccccc4)CC3)n2)cc1 (stereo not drawn)	-2%	0%	11%

Additional results
mol | N370S GC mod | GCN5L2 inh | FEN1 inh
CCN(CC(=O)NCc1cccs1)C(=O)CN(C)S(=O)(=O)c1ccc(C)cc1 | -4% | 1% | 1%
CC(C)n1c(C(O)c2ccccc2)nc2ccccc21 (stereo not drawn) | -17% | -2% | -18%
CC(C)CCC(C(=O)O)C(C)CC(=O)NC1CCCCC1 (stereo not drawn) | -7% | -8% | -3%
Cc1nc2cc(NC(=O)N3CCC(c4ccccc4)C3)ccc2n1C (stereo not drawn) | -4% | -4% | 6%
Clc1ccc(CNc2nc3ccccc3c3nc(-c4cccnc4)nn23)cc1 | / | 4% | 2%
C[C@@H]1[C@@H](Sc2ccccc2)CC(=O)O[C@@H]1c1ccc(-c2ccccc2)cc1 | 9% | / | -4%&-20%
O=C(COc1ccc(F)cc1Cl)Nc1ccccc1C(=O)N1CCCCC1 | 1% | -1% | -3%
CCN(CC)C1CCN(Cc2cn[nH]c2-c2ccc(OC)c(F)c2)C1 (stereo not drawn) | -2% | -6% | 3%
CCc1ccc(N2C(=O)Cc3c2nc(N)c(C#N)c3N)cc1 | -6% | -6% | ?
Cc1cccc(C)c1N(CC(=O)NN=C1CCCCCC1)S(C)(=O)=O | 1% | -1% | 7%
CCNc1ncc2nc(-c3ccccc3)c(=O)n(CCC#N)c2n1 | ? | ? | /
COc1ccc(C2C(C(=O)Nc3cccnc3)=C(C)Nc3nc(-c4ccc(OC)c(OC)c4)nn32)cc1 (stereo not drawn) | / | -4% | 1%
COc1ccc(F)c(CN(C)CC2CCCN(CCc3ccc(F)cc3)C2)c1 (stereo not drawn) | -5% | -18% | -3%
CCN(CC)C(=O)Cn1cc(/C=C(\C#N)C(=O)NC2CC2)c2ccccc21 | -11% | -6% | -13%
O=C(CSc1ccccc1C(=O)O)NCc1ccc(Cl)cc1 | 0% | 5% | 2%
CCOC(=O)c1cnc(-n2nc(C)cc2C)nc1NCc1ccccc1 | 9% | -2% | -4%
Cc1cccc(C)c1-n1ncc(C(=O)N2CCN(c3ccccc3)CC2)c1C1CCN(C(=O)OC(C)(C)C)CC1 | / | -4% | 2%
O=C(N/N=C\c1ccc([N+](=O)[O-])o1)c1cncc(Br)c1 | -9% | -29% | 7%
CC(C)n1c(S(=O)(=O)O)nc2ccccc21 | -3% | -14% | 1%
CC1=C(C(=O)NC2CCCCC2C)C2(CCC(C)CC2)OC1=O (stereo not drawn) | -7% | 1% | 17%
O=C(Oc1coc(CSc2nnc(NC(=O)C3CC3)s2)cc1=O)c1c(F)cccc1F | 6% | ? | -20%
CCc1ccc(NC(=O)NCC2CCN(c3ccc(OC)cc3)C2)cc1 (stereo not drawn) | 4% | 2% | -2%
Cc1nnc(NC(=O)CSc2nccn2Cc2ccc(Cl)cc2)s1 | / | -5% | 11%
COc1ccc(Cn2ccn(Cc3cccc(OC)c3)c(=O)c2=O)cc1 | / | -8% | -17%
O=C(N/N=C/c1cc(Br)ccc1O)Nc1ccccc1 | ? | -5% | -9%
COc1ccc2c(Sc3ccccc3)c(C(=O)NCCc3ccc(Cl)cc3)[nH]c2c1 | / | -8% | 12%
CC(C)Cn1c(N)c(C(=O)CSc2ccccc2)c(=O)n(C)c1=O | -7% | 3% | 0%
Cc1cccc(NS(=O)(=O)c2cc(C(=O)NCc3ccccn3)ccc2C)c1 | 2% | 0% | 1%
CC1CCCCC12NC(=O)N(CC(=O)N1CCN(S(=O)(=O)Cc3ccccc3)CC1)C2=O (stereo not drawn) | / | -4% | -2%
Cn1c(N)c(C(=O)COC(=O)C2=NNC(=O)CC2)c(=O)n(C)c1=O | -5% | ? | 3%
Cc1nn(CC(=O)NCCCc2ccccc2)c(=O)c2cccn12 | 1% | -3% | 20%
c1ccc(-n2cnnc2SCc2cn3cccnc3n2)cc1 | -3% | -17% | 35%[activator]
Cc1ccc(-c2nc3ncccc3o2)cc1NC(=O)c1cc2ccccc2o1 | 8% | -1% | -4%
COc1cccc(N2CCN(Cc3ncc(-c4ccccc4)o3)CC2)c1 | 0% | -2% | -3%
CCCCC(=O)Nc1sc2c(c1C#N)CC(C)(C)OC2 | 1% | 2% | 4%
CCc1ccc(CNC(=O)CCCN2C(=O)c3cccnc3Oc3ccc(Cl)cc32)cc1 | / | -11% | -20%
CC1CCCCN1Cc1c(O)ccc2c(=O)c(-c3ccccc3)coc12 (stereo not drawn) | 7% | -4%&-15% | -6%&-14%
